Screening data as filed in PubChem.
HTR5A inv ag – counter-screen for OPRM1-OPRD1 inverse agonists: human HTR5A inverse agonism; P47898; HTR5A cell line, luminescence; 340,000 tested, 0.083% active; inhibition, % at 9.3 µM; in the data active = inhibition mostly above about 23%, no sharp cut-off; inactive = mostly below about 18%;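 also: 0% = cells with DMSO and 100% = no-cell wells with DMSO; some compounds called inactive have numbers as strong as hits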
PKA-R1A activ – activators of PKA-R1A complex | P00514+P68181 | PKA-R1A dissociation, Cy5-IP20 fluorescence polarization; scaled: DMSO 0%, 113 µM cGMP 100% | activation, % at 11.4 µM | 340,000 tested, 0.083% active | AID 504707;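 active = percent activation above the mean of all tested compounds plus 3 SD, cut at about 19% in these data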;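 also: higher means more PKAc released from R1A so a rise in polarization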
SUMO Mot1 rescue – inhibitors of SUMOylation pathway: yeast Mot1-301 growth rescue; S. cerevisiae Mot1-301 growth rescue, ATP luminescence, 38.5C; percent above DMSO median, 100 means doubled; growth rescue, % at 18.8 µM; 320,000 tested, 1% active; AID 2716;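 active = every valid replicate shows activation above 250% relative to neutral control wells; inactive = the rest, any valid replicate at or below 250%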;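 also: OY570 slx delta 5 strain wells were the positive control but not used for scaling; some compounds called inactive have numbers as strong as hits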
E coli growth – bacterial growth inhibition, counter-screen for AddAB inhibitors; E. coli V3065 growth, OD600 absorbance, 18 h; inhibition, % at 11.9 µM; 330,000 tested, 0.27% active;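 active = inhibition above the campaign's mean inhibition across all tested compounds plus 3 SD, cut at about 9.9% in these data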;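 also: uninfected addAB+ strain grown without phage in ampicillin broth; 0% = DMSO wells and 100% = ciprofloxacin 0.95 µg/ml wells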
DAGLB inh – diacylglycerol lipase beta (human) inhibition | Q8NCG7 | HEK293T DAGLB membrane lysate, EnzChek fluorogenic substrate | inhibition, % at 5.17 µM | 340,000 tested, 0.059% active | AID 504411; in the data active = inhibition above about 34%;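 also: 0% = enzyme with vehicle and 100% = wells lacking enzyme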
Target sequence (Q8NCG7 whole entry, looked up): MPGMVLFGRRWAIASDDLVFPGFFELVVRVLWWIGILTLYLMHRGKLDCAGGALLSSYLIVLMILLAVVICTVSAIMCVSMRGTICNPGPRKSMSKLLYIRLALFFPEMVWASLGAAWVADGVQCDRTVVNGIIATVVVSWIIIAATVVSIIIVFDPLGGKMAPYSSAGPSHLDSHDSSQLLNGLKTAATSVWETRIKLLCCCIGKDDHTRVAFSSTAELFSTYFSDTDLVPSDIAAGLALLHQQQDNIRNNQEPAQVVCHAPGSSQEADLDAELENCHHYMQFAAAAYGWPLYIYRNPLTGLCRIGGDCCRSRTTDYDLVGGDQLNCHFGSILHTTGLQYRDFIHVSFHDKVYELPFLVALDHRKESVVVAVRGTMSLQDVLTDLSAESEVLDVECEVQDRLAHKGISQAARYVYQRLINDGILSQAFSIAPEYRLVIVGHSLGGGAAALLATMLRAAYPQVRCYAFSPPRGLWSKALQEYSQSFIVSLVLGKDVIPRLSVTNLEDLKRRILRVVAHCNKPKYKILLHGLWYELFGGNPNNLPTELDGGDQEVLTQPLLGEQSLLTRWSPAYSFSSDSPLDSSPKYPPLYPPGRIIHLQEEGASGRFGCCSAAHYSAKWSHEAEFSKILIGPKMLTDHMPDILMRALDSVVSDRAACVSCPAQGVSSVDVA
AddAB inh – less growth of phage-infected E. coli with AddAB | E. coli expressing H. pylori AddAB, absorbance growth | AID 435030 | 330,000 tested, 0.29% active | inhibition, % at 11.9 µM; in the data active = inhibition above about 12%;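 also: 0% = vehicle wells of infected cells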
CDK5 p35 inh – blocks human CDK5/p35 kinase activity; 330,000 tested, 0.01% active; inhibition, % at 10 µM; Recombinant CDK5/p35, ADP-Glo luminescence, 60 min; AID 488839; Q00535+Q15078;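 active = highest replicate inhibition of at least 50% and at least 75% of replicates reaching 50%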;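 also: plate controls were DMSO neutral control for no effect and GW8510 at 10 µM for full effect; many of its hits are not listed in these tables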
HTR5A ag ctr – activates human HTR5A in OPRM1-OPRD1 agonist counter-screen | P47898 | HTR5A agonist assay, luminescence, cell-based | activation, % at 9.3 µM | 340,000 tested, 0.61% active | AID 504692; in the data active = activation mostly above about 9.5%, no sharp cut-off; inactive = mostly below about 7.6%;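 also: 0% = cells with vehicle only and 100% = reference agonist; strong numbers were not always called active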
Tat export inh – inhibitors of E. coli Tat protein transport. E. coli MC4100 TorA-mCherry Tat export, fluorescence. inhibition, % at 10 µM. 340,000 tested, 0.036% active;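 active = mean replicate inhibition at least 50% and at least half of replicates individually reaching 50%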;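 also: exported cargo escapes ClpAP degradation while cytoplasmic cargo is degraded and loses fluorescence; 0% = median of neutral control wells and 100% = median of NaSCN control wells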
PKA-R2B activ – activates the human PKA-R2B holoenzyme complex; P22694+P31323; PKA-R2B holoenzyme dissociation, Cy5-IP20 fluorescence polarization; R2B truncated from residue 108, S112A mutant; 0% DMSO only, 100% 113 µM cGMP; activation, % at 11.4 µM; 340,000 tested, 0.079% active; AID 504700;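 active = activation above a cutoff set at the mean over all compounds plus 3 SD, cut at about 18% in these data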;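 also: higher means more holoenzyme dissociation and a rise in polarization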
Target sequence (P31323 whole entry, looked up, other chains not shown, the tested form may be a part): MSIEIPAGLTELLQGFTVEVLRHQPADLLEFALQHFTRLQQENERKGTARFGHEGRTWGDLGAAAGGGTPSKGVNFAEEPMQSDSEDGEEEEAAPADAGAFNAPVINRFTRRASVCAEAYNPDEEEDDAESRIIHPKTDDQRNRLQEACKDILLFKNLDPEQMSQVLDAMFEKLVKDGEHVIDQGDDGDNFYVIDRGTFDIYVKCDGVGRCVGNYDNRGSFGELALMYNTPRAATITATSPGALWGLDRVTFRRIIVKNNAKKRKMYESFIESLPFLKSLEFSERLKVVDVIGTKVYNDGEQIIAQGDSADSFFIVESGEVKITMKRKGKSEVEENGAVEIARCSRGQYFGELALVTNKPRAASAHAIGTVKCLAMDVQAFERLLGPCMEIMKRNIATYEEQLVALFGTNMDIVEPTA
phage Ecoli inh – E. coli growth loss with phage present; growth absorbance; AID 651602; 360,000 tested, 0.26% active; inhibition, % at 11.9 µM; in the data active = inhibition above about 11%
Starred values were filed as active, the others as inactive; / = not tested or not shown; & = joins results of further samples.

SMILES	HTR5A inv ag	PKA-R1A activ	SUMO Mot1 rescue	E coli growth	DAGLB inh	AddAB inh	CDK5 p35 inh	HTR5A ag ctr	Tat export inh	PKA-R2B activ	phage Ecoli inh
CC1(C)CC(=O)C2=C(C1)N(Cc1ccccc1)C(=O)C2(NC(=O)C(C)(C)C)C(F)(F)F (stereo unspecified)	-8	-12	3	-0.5	-6	0.7	-2.8	-3	-8	-11	1.6
O=C(Nc1ccc(Cl)c(Cl)c1)N1N=CCC1c1ccccc1 (stereo unspecified)	-7	-3	/	/	-5	/	0.1	3	-15	-1	4.7
Cn1cc(S(=O)(=O)NC2CCCCC2)c(=O)n(C)c1=O	-12	4	-8	0.1	-2	4.5	-2.2	2	5	6	2.1
Fc1ccccc1CSc1nc2ccccc2[nH]1	-6	-12	-4	-0.6	-9	5.1	-0.3	3	3	2	0.4
COc1ccc(CNC(=O)COC(=O)[C@@H]2CCCN2C(=O)c2cccs2)cc1	-3	1	3	-0.5	-1	0.2	-5.1	1	0	-2	3.3
CCS(=O)(=O)N1CCN(c2ccc(C(=O)NC34CC5CC(CC(C5)C3)C4)cc2[N+](=O)[O-])CC1	-8	5	8	0.0	-3	2.9	/	0	5	5	0.9
Cc1ccc2c(c1)NC(c1cccs1)C1=C(CC(C)(C)CC1=O)N2 (stereo unspecified)	12	3	-17	1.0	-1	-0.5	0.1	-2	-3	4	2.1
COc1cccc2c1CCc1c-2nc2ccccc2c1C(=O)O	8	5	-3	-0.3	3	2.4	1.4	-2	8	-4	0.9
Cc1cc(C)nc(SCC(=O)NCc2ccco2)n1	-13	-5	-4	0.9	1	3.3	2.0	5	1	-1	1.8
CCN(CC)c1ccc(C(=O)OCC(=O)Nc2ccccc2-c2ccccc2)cc1	6	-17	3	-1.1	-14	4.5	-0.5	0	0	-5	3.7
CCOC(=O)N/N=C/C=C/c1ccccc1[N+](=O)[O-]	-1	15	-9	0.2	-2	2.6	-0.5	0	17	2	3.2
CCN(CC)C(=O)[C@H]1CC(CC(=O)NCCN2CCOCC2)C(=O)N2CCc3c([nH]c4ccc(OC)cc34)[C@]12C (stereo partly specified)	-6	-9	/	1.2	-4	-2.0	0.1	2	-2	-5	3.5
CC(C)(C)CC(=O)NCc1cccs1	-7	-7	9	-0.1	2	0.3	-1.6	3	-6	0	4.6
Cc1ccc(N(CC(=O)Nc2ccccc2-c2ccccc2)S(=O)(=O)c2ccccc2)c(C)c1	9	-6	142	-0.9	-5	0.8	-0.8	-3	1	-19	3.4
O=C(CSc1nnc(Nc2ccccc2)s1)NCCN1C(=O)CSC1=O	13	-7	-3	1.5	-1	3.8	-6.7	4	-6	-4	-0.7
Cn1cccc1CC(=O)N/N=C/c1ccc(Cl)cc1	15	-5	6	-0.3	-1	3.8	0.3	-6	1	0	-1.3
COc1cccc(N(C(=O)Cc2cccs2)C(C(=O)NC2CCCC2)c2ccncc2)c1 (stereo unspecified)	-12	-1	-4	-0.1	-2	2.0	0.6	2	-2	10	-0.4
Cc1cc(=O)[nH]c(SCC(=O)N2CCC(Cc3ccccc3)CC2)n1	-1	-4	-3	0.2	3	1.9	-1.0	0	0	2	2.3
CS(=O)(=O)c1ccc(NC(=O)C2CC(=O)N(c3ccc4c(c3)OCCO4)C2)cc1 (stereo unspecified)	-2	-14	-9	1.2	1	-2.9	0.9	-4	-11	5	2.7
CCOC(=O)N1CCN(Cc2nc(-c3cccc(Cl)c3)no2)CC1	-7	-14	-13	0.8	-6	1.1	2.9	3	-2	-12	2.2

Record cards (already shown). Order of screens: HTR5A inv ag, PKA-R1A activ, SUMO Mot1 rescue, E coli growth, DAGLB inh, AddAB inh, CDK5 p35 inh, HTR5A ag ctr, Tat export inh, PKA-R2B activ, phage Ecoli inh
CCN(CC)C(=O)[C@H]1CC(CC(=O)NCCN2CCOCC2)C(=O)N2CCc3c([nH]c4ccc(OC)cc34)[C@]12C (stereo partly specified) is listed with -6, -9, /, 1.2, -4, -2.0, 0.1, 2, -2, -5, 3.5
COc1cccc(N(C(=O)Cc2cccs2)C(C(=O)NC2CCCC2)c2ccncc2)c1 (stereo unspecified) is listed with -12, -1, -4, -0.1, -2, 2.0, 0.6, 2, -2, 10, -0.4

Next part:
SMILES	HTR5A inv ag	PKA-R1A activ	SUMO Mot1 rescue	E coli growth	DAGLB inh	AddAB inh	CDK5 p35 inh	HTR5A ag ctr	Tat export inh	PKA-R2B activ	phage Ecoli inh
C=CCN(C(=O)CCC(=O)O)C1CC(=O)N(c2ccc(OC)cc2)C1=O (stereo unspecified)	5	6	1	0.5	3	-1.9	4.1	1	0	2	2.6
Cc1ccc(OCCCC(=O)N2CCOCC2)cc1	-10	-1	0	0.5	-1	5.4	-1.9	4	3	0	0.2
O=C(CSCc1ccc([N+](=O)[O-])cc1)Nc1ccc(S(=O)(=O)N2CCCCCC2)cc1	-8	-5	9	-0.8	0	-0.3	/	-3	3	-7	2.3
COCCN1C(=O)N[C@@H](c2cccc(F)c2)C(C(=O)OC)=C1C	-3	-2	-17	-0.4	0	-1.0	-0.2	-1	4	-2	0.9
COc1ccc(CNC(=O)COc2ccc([N+](=O)[O-])cc2)cc1	21	-10	/	-2.1	0	-1.3	0.4	8	1	-4	3.2
COC(=O)COc1ccc2oc(=O)cc(-c3cc4ccccc4o3)c2c1	-21	3	-9	-0.8	-3	2.7	-1.7	3	-5	6	-4.0
COc1ccc(Cc2nnc(SCC(=O)c3ccc(OC)cc3)o2)cc1	2	-3	-15	-0.9	-4	2.5	-2.8	-2	-1	-14	0.1
COc1cccc(C=NN2CCCCCC2)c1OC	9	6	/	/	-5	/	-1.3	-3	5	3	2.1
CCC(=O)Nc1ccc(SC#N)cc1C	-23	0	-28	0.6	-4	1.4	-0.1	9	-7	-5	0.7
CC(C)CCCC(C)CCOC(=O)CN1CCCC1 (stereo unspecified)	6	-13	7	-1.9	-1	-1.6	0.7	0	-18	-3	1.9

Structures shown so far that have fluorine, in the order listed:
SMILES	HTR5A inv ag	PKA-R1A activ	SUMO Mot1 rescue	E coli growth	DAGLB inh	AddAB inh	CDK5 p35 inh	HTR5A ag ctr	Tat export inh	PKA-R2B activ	phage Ecoli inh
CC1(C)CC(=O)C2=C(C1)N(Cc1ccccc1)C(=O)C2(NC(=O)C(C)(C)C)C(F)(F)F (stereo unspecified)	-8	-12	3	-0.5	-6	0.7	-2.8	-3	-8	-11	1.6
Fc1ccccc1CSc1nc2ccccc2[nH]1	-6	-12	-4	-0.6	-9	5.1	-0.3	3	3	2	0.4
COCCN1C(=O)N[C@@H](c2cccc(F)c2)C(C(=O)OC)=C1C	-3	-2	-17	-0.4	0	-1.0	-0.2	-1	4	-2	0.9

Next results:
SMILES	HTR5A inv ag	PKA-R1A activ	SUMO Mot1 rescue	E coli growth	DAGLB inh	AddAB inh	CDK5 p35 inh	HTR5A ag ctr	Tat export inh	PKA-R2B activ	phage Ecoli inh
Cc1cccc(NC(=O)C(=O)NCCc2c[nH]c3ccccc23)c1C	-9	-5	-12	-1.2	-7	-0.8	-0.2	14*	-1	-12	3.0
Cc1nnc(SC(C)C(=O)Nc2ccc(S(=O)(=O)N3CCCCCC3)cc2)s1 (stereo unspecified)	4	5	-9	0.1	1	1.9	-1.3	-1	3	-8	3.7
CCCCN(C)C(=O)C1CCC(CNS(=O)(=O)c2ccc3c(c2)CC(C)N3C(C)=O)CC1 (stereo unspecified)	11	1	6	1.1	3	1.9	-3.1	-3	4	0	2.4
COc1ccc(O)c(C2=Nc3ccccc3N=C(c3cccs3)C2)c1	14	-17	-4	-1.2	0	2.3	-0.7	-4	-9	-10	3.8
C/C(Cn1cnc([N+](=O)[O-])n1)=N\NC(=O)c1ccc(O)cc1O	12	-6	-5	1.7	1	3.3	-4.4	-4	-5	6	5.4
CCCCCCn1c(=O)c(-c2ccccc2)c(O)c2ccccc21	13	3	27	-0.7	3	2.9	-1.1	-6	18	0	1.0
C#CCN1C=C(C(=O)OCC)C(C)N(Cc2ccccc2I)S1(=O)=O (stereo unspecified)	-2	4	/	0.9	-13	-2.0	-2.3	1	6	-6	0.6
C#Cc1ccc([C@H]2C=C(C(=O)OCC=C)O[C@@H](OCC)[C@@H]2CCCO)cc1	-6	-6	-18	0.3	-4	1.4	-2.3	1	9	2	1.0
CN(C)c1ccc(/C=N/NC(=O)c2ccc(NC(=O)c3ccccc3)cc2)cc1	12	3	9	-1.4	3	-0.1	0.3	0	-7	-16	3.5
CCCCNc1c(-c2ccc(SC(C)CC)cc2)nc2ccccn12 (stereo unspecified)	-32	-4	-36	2.7	-8	2.4	2.4	9	7	-16	5.0&1.9
Cc1ccc(C(=O)N/C(=C\c2cn(C)c3ccccc23)C(=O)N2CCOCC2)cc1	6	2	6	-2.0	4	1.2	-0.1	-4	2	0	1.9
CC(OC(=O)c1ccc(Cl)c(S(=O)(=O)N2CCc3ccccc32)c1)C(=O)Nc1ncc(Cl)cc1Cl (stereo unspecified)	-3	-3	-13	-0.7	-3	3.0	0.2	1	31	0	1.0
O=C(CSc1nc(-c2ccccc2)cs1)Nc1nccs1	-27	3	-13	-2.9	3	1.1	0.4	11*	1	-5	3.0
COc1cc(C(=O)N/N=C/c2ccc(OC(=O)c3cccc(C)c3)cc2)ccc1O	-4	1	-15	/	2	/	0.6	1	13	-6	0.8
Cc1ccccc1NC(=O)Cc1nc(COC(=O)Cc2c(F)cccc2Cl)cs1	-2	5	-4	0.7	-4	0.0	-5.1	1	-3	4	-1.0
COc1cc(NC(=O)c2ccc(C)cc2C)ccc1NC(=O)c1cccs1	-6	-8	126	-1.3	-1	5.1	-0.2	-4	-6	3	0.6
CCN(Cc1ccncc1)C(=O)c1cccc(S(=O)(=O)N2CCOCC2)c1	14	-6	-9	-2.2	1	0.7	1.9	4	-1	2	1.9
COc1ccc(NC2c3ccccc3C(=O)N2c2cccnc2)cc1 (stereo unspecified)	6	-14	-13	-0.5	1	1.4	-6.7	-2	-9	-3	1.8
COc1ccc(N2CCC(CNS(=O)(=O)c3cccc(C(F)(F)F)c3)C2)cc1 (stereo unspecified)	-1	-5	17	-2.2	0	-2.1	-0.4	-3	4	3	2.9
C=CCN1C(=O)CN=C1Nc1cccc(C)c1	-16	-12	/	0.6	-1	-1.2	0.6	1	-7	-4	0.8
O=C(COC(=O)c1ccncc1)c1ccc(Cl)c(Cl)c1	25	6	18	1.3	0	0.2	-0.9	-9	0	7	1.9
CC1=C2C(CCS2(=O)=O)CC2(C1)C(=O)OC(C)(C)OC2=O (stereo unspecified)	-28	7	6	-4.7	0	1.8	-1.0	5	-6	6	0.5
O=C(Nc1nc(-c2cccnc2)cs1)c1ccccc1[N+](=O)[O-]	6	-5	1	-2.0	0	-1.6	-2.2	-2	-5	4	2.3
COc1ccccc1-c1cc(C(=O)N2CCN(S(=O)(=O)c3ccc(C)cc3)CC2)[nH]n1	13	-15	/	-1.8	1	4.8	-3.2	-5	3	-7	-0.3
O=C1CCCN1C(=O)CSc1nnnn1-c1cccc(F)c1	2	-1	8	3.7	-1	1.4	-1.1	0	-2	10	2.5
